NR2E3 ag-1 = activates human photoreceptor nuclear receptor NR2E3. inhibition of corepressor binding, % at 4.78 µM. AID 2300. 320,000 tested, 0.12% active. Q9Y5X4. GST-NR2E3/biotin-RetCOR TR-FRET, 1536-well;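 active means percent inhibition above the cutoff of mean plus 3 SD of all tested compounds, set per screening campaign, cut at about 20% in these data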;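 further: 0% = DMSO wells and 100% = biotin wells as full block of FRET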
Target sequence (Q9Y5X4 whole entry, looked up): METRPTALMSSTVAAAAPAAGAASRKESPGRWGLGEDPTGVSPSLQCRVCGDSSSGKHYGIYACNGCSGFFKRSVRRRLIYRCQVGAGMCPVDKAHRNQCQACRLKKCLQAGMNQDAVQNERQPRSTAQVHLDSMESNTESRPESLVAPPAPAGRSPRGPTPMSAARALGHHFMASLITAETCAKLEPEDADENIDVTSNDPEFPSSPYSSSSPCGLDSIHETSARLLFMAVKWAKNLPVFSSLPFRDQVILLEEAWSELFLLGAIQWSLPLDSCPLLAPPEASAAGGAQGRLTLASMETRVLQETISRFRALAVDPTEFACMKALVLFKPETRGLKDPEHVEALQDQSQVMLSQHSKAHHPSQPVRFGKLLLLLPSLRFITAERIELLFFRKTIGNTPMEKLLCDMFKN
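Test system: GST-NR2E3 and biotin-RetCOR proteins | Quantity: 1.35 nM GST-tagged NR2E3 final | Medium: Tris pH 7.5 | Also added: 7 nM biotin-RetCOR | Dosing: Compound at 4.8 µM, single dose | Timing: 5 h at 4 °C | Detection: Time-resolved FRET | Read-out basis: Percent inhibition | Benchmarks: Biotin wells as high control, 0.6% DMSO wells as low control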
Peg3 prom inh = inhibitors of Peg3 promoter; HeLa PEG-Prom luciferase reporter, luminescence, overnight; inhibition, % at 20 µM; 360,000 tested, 1.7% active; AID 588405;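 active means inhibition of at least 50% at 20 µM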
Exocytosis inh = lytic granule exocytosis inhibition; 360,000 tested, 0.66% active; TALL-104 LAMP-1 surface exposure, flow cytometry; cells stimulated with thapsigargin and PMA; AID 651702; inhibition, % at 10 µM;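 active means inhibition above about 55%, limit read from the data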
Vif inh = HIV Vif inhibition; HEK293T cells, Vif self-association by quenched fluorescence, imaging, 24 h; 340,000 tested, 0.35% active; inhibition, % at 7.49 µM; in the data active means inhibition above about 50%, passing the limit was not always enough; further: some results filed as inactive read as strong as hits
iPSC survival up = hiPSC single-cell survival enhancement; ATPlite luminescence; 100% = ROCK inhibitor wells, 0% = DMSO; survival enhancement, % at 20 µM; 360,000 tested, 0.044% active; AID 602274; in the data active means survival enhancement above about 18%;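 further: cells exposed to compounds for 16 hours before the ATP read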
PDI inh = inhibitors of human protein disulfide isomerase | P07237 | PDI insulin aggregation turbidity, A650, 90 min | inhibition, % at 10 µM | 350,000 tested, 0.052% active | AID 588391;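 active means mean inhibition across replicates of 30% or more, whatever share of single replicates reach that level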;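 further: absorbance from insulin aggregation driven by PDI reduction with DTT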
Target sequence (P07237 whole entry, looked up): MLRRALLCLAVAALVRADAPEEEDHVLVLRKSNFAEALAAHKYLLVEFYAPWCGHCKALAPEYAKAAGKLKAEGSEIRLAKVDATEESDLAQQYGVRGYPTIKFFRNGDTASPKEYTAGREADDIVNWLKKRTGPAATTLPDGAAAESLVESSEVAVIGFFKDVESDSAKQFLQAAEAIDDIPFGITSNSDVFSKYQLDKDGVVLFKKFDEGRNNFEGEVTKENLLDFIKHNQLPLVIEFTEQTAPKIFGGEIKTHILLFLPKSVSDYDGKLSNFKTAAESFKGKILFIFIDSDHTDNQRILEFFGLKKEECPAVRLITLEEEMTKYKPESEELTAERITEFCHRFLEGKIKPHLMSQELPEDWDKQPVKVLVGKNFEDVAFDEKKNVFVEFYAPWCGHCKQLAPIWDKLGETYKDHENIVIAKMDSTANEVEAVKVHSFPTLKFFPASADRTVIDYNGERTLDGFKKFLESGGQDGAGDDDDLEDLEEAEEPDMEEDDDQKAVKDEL
aDG glyco act = alpha-DG glycosylation activation; Pro5-aDG cells, alpha-DG glycosylation AlphaScreen (IIH6); 0% Pro5, 100% B10-LARGE cell signal; activation, % at 10 µM; 360,000 tested, 0.22% active; AID 624168;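 active means activation of at least 8% versus controls, or a plate z-score of at least 8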;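 further: Pro5 are CHO cells carrying HIG-tagged alpha-DG that lacks glycosylation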
CaV13 FRET inh = Disruptors of the CACNA1D IQ motif to Ca2+-dependent inactivation inhibitor domain association, primary screening, Förster resonance energy transfer in intact living … | HEK cells, CFP/YFP FRET ICDI-IQ, plate reader, 10 min; percent FRET-ratio fall versus neutral wells | inhibition, % at 12.3 µM | 340,000 tested, 0.098% active;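 active means mean replicate inhibition of at least 30% and at least 1% of replicates passing that level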;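 further: 0% = median of the neutral control wells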
HIF-2a block = HIF-2a inhibition; 786-0 RCC cells HIF-2a reporter, luciferase luminescence, overnight; inhibition, % at 18.8 µM; 360,000 tested, 0.72% active;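 active means inhibition of the luminescence signal of 40% or more relative to plate controls, in a single-dose primary screen at 18.75 µM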
TRPM1 prom inh = inhibitors of MITF-driven TRPM1 promoter in melanoma cells. SK-MEL-5 TRPM1 promoter luciferase, 24 h. inhibition, % at 12.5 µM. 330,000 tested, 0.83% active. AID 488899;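 active means mean inhibition across replicates of 60% or more, whatever share of single replicates reaches that level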; further: values of inactives mirror those of a sister screen read the other way
NR2E3 ag-2 = agonists of human NR2E3 nuclear receptor; Q9Y5X4; CHO-S Gal4-NCOR/VP16-NR2E3 two-hybrid, luciferase; inhibition of corepressor binding, % at 3.98 µM; 360,000 tested, 0.35% active; AID 602229;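 active means inhibition above the mean of all tested compounds plus 3 SD, cut at about 70% in these data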;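 further: 0% = DMSO with NR2E3 transfected cells and 100% = cells lacking NR2E3 construct; higher means lower luciferase signal from less NR2E3 corepressor binding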
Starred values were filed as active, the others as inactive; / = not tested or not shown; & = joins results of further samples; ! = a repeat was not active.

SMILES	NR2E3 ag-1	Peg3 prom inh	Exocytosis inh	Vif inh	iPSC survival up	PDI inh	aDG glyco act	CaV13 FRET inh	HIF-2a block	TRPM1 prom inh	NR2E3 ag-2
Cc1ccc(N/C=C(/C#N)c2ccsc2)cc1	3	-252	-1	1	-0.7	7	0.0	/	-247	-33	-102
COC(=O)c1c(C(=O)NCc2ccccc2)ncn1CC(O)COc1ccccc1 (stereo unspecified)	-2	0	1	-2	-0.9	-3	-0.2	-2	9	-6	10
CN(C(=S)NC(=O)C1(C)CC1(Cl)Cl)c1ccccc1 (stereo unspecified)	-2	2	0	-1	-1.5	-4	-0.2	-6	-11	3	-2
CCOc1ccc2[nH]c(=O)c(C(c3nnnn3C3CCCCC3)N3CCN(C)CC3)cc2c1 (stereo unspecified)	5	18	0	-13	-0.8	14	-0.3	-4	14	9	-1
Cc1ccc(S(=O)(=O)N2C[C@@H]3[C@H]4CC[C@H](C4)[C@@H]3[C@@H](C)[C@@H]2c2cn(Cc3ccccc3)c3ccc(F)cc23)cc1	/	30	8	-1	-0.3	-2	-0.1	-6	18	5	-4
CC(=O)c1ccc(Nc2ncnc3c2oc2ccccc23)cc1	-5	-256	-2	/	3.0	-17	-0.1	-5	-256	-59	-76
CN1CCN(Cc2c(O)ccc3c(-c4ccccc4)cc(=O)oc23)CC1	-2	2	1	-4	4.9	-10	-0.1	-9	-21	1	-21
CC(=O)Nc1cc(S(=O)(=O)C(F)(F)F)ccc1Cl	1	-8	-2	-7	2.4	6	-0.2	-2	-27	-1	8
C=CCN1CCS(=O)(=O)N(Cc2ccccc2)[C@@H](C(C)C)C1=O	/	-5	-4	22	0.3	7	0.2	-3	1	3	14
O=C(CCS(=O)(=O)Cc1ccccc1)N1CCc2ccccc2C1	0	14	-4	11	1.1	-6	-0.2	/	16	2	-7
CCN(CC(=O)Nc1ccccc1C(F)(F)F)C(=O)c1cccc(S(=O)(=O)N2CCN(C)CC2)c1	2	5	1	2	-0.4	2	-0.2	/	13	2	3
COc1ccc(S(=O)(=O)Nc2cccc(-c3ccc(N4CCCCCC4)nn3)c2)cc1OC	0	-207	-3	6	0.0	2	0.0	-3	-68	-32	-14
O=C(COC(=O)c1cncc(Br)c1)NCc1ccc(Cl)cc1	1	9	-4	4	-0.2	15	-0.1	-5	17	0	-12
C[C@@H](C(=O)Nc1ccc2ccccc2c1)[C@H]1C[C@]1(C)[C@H](NC(=O)OCc1ccccc1)c1ccccc1	4	-18	18	5	-1.6	5	0.6	-12	-34	0	-6
CCOC(=O)N1CCC(NC(=O)c2ccc3c(c2)N(Cc2ccccc2)CCS3)CC1	2	13	1	-4	-1.5	/	0.0	-4	14	7	-21
O=C(Nc1cc(Br)ccc1O)c1cnn2c(C(F)F)cc(C3CC3)nc12	3	4	8	-1	-0.6	1	-0.7	-4	7	27	-11
COc1ccc(CC(=O)Nc2nc(-c3cc(OC)ccc3OC)cs2)cc1	0	27	1	-38	2.6	0	0.7	-1	-6	-13	13
Cc1ncc([N+](=O)[O-])n1Cc1cccc(F)c1	3	16	-1	-2	0.5	6	-0.1	-12	14	-1	0
CN(Cc1cn(Cc2cccc(Cl)c2)nn1)C1CN(Cc2cn(Cc3cccc(Cl)c3)nn2)S(=O)(=O)C1 (stereo unspecified)	/	/	4	/	-0.2	/	0.0	-7	4	/	2
CN(Cc1ccc2nsnc2c1)C(=O)C1CCC(=O)N(CCc2ccccc2)C1 (stereo unspecified)	/	7	2	/	-2.2	0	0.6	-11	15	/	-7

In a second layout: entries from further up.
SMILES | NR2E3 ag-1 | Peg3 prom inh | Exocytosis inh | Vif inh | iPSC survival up | PDI inh | aDG glyco act | CaV13 FRET inh | HIF-2a block | TRPM1 prom inh | NR2E3 ag-2
COc1ccc(S(=O)(=O)Nc2cccc(-c3ccc(N4CCCCCC4)nn3)c2)cc1OC | 0 | -207 | -3 | 6 | 0.0 | 2 | 0.0 | -3 | -68 | -32 | -14
O=C(COC(=O)c1cncc(Br)c1)NCc1ccc(Cl)cc1 | 1 | 9 | -4 | 4 | -0.2 | 15 | -0.1 | -5 | 17 | 0 | -12

Carrying on.
SMILES	NR2E3 ag-1	Peg3 prom inh	Exocytosis inh	Vif inh	iPSC survival up	PDI inh	aDG glyco act	CaV13 FRET inh	HIF-2a block	TRPM1 prom inh	NR2E3 ag-2
CC(=O)NC1CC2CCCC(C1)N2C(=O)Nc1ccc(Cl)cc1 (stereo unspecified)	/	2	5	18	-1.9	-3	-0.2	-5	0	/	-20
COc1cc(C(=O)NCc2nnc(SCC(=O)Nc3c(C)cc(C)cc3C)o2)cc(OC)c1OC	0	1	-13	-3	0.0	15	0.0	-2	13	10	-3
Cc1noc(C)c1S(=O)(=O)NCc1ccc2c(c1)OCO2	3	12	0	-3	1.5	/	-0.2	11	10	/	1
O=C1CNC(=S)N1CCOc1ccccc1	2	5	-16	-7	0.1	2	-0.1	-5	4	-1	-27
C/C=C1\NC(=O)[C@H](CC(N)=O)N(C)C(=O)C([C@@H](C)O)NC(=O)C(CCCc2ccc(OC)cc2)NC(=O)[C@H](C(C)C)NC(=O)/C(=C\C)NC(=O)[C@H](O)[C@@H](C[C@@H](O)CCCCCCC)NC(=O)[C@H](C)NC(=O)CN(C)C(=O)[C@H](CCC(N)=O)NC1=O (stereo partly specified)	/	18	-2	/	-3.4	9	0.2	-5	5	-3	-17
CCc1nc(SCC(=O)Nc2nnc(CC)s2)c2c(=O)n(C)c(=O)n(C)c2n1	1	32	-7	/	2.0	-8	0.1	-3	22	4	4
CCn1cc(C(=O)NCCC(C)C)c(=O)c2cc(S(=O)(=O)N3CCCCC3)ccc21	1	15	-1	-20	-0.2	-4	-0.2	/	5	-2	19
Cn1cc(Br)c(C(=O)N2CCc3ccccc32)n1	0	-60	0	2	0.6	-4	-0.3	-5	-63	-13	-19
O=C1c2ccccc2C(=O)C1(CO)c1ccc(OC(F)F)cc1	-2	-143	-6	-15	-0.5	-8	-0.2	-7	-159	-18	-76
O=C(NCC(=O)N1CCN(c2ccccc2O)CC1)c1cccs1	0	-73	-4	9	-0.5	4	-0.1	-6	-63	-18	-20
COc1ccccc1NS(=O)(=O)c1cccc(NC(=O)NCCCl)c1	0	19	0	-3	0.0	2	-0.1	-4	13	-3	-9
Cc1ccc(S(=O)(=O)N2CCC(C(=O)Nc3ccncc3)CC2)cc1	3	4	4	-4	0.2	-2	-0.3	-6	6	17	-16
CC(C)(C)C(=O)NC(=S)N1CCc2ccccc21	1	-6	2	-2	0.6	-1	-0.1	5	-20	19	-6
CN(Cc1ccccc1)c1ncnc2sccc12	2	-1	57*	-45	-0.1	-3	0.7	-2	0	16	42
Cc1ccc(-c2cc(C(=O)O)c3ccccc3n2)c(C)c1	1	-33	-3	-18	-0.4	-2	-0.2	-15	-43	-14	-40
COC(=O)COc1ccc(S(=O)(=O)NCc2cccnc2)cc1	4	8	-3	-13	1.5	0	-0.2	-5	14	10	-10
COc1ccc(-c2noc(N3CCC(C(=O)Nc4ccccc4Cl)CC3)n2)cc1	2	-36	-1	-1	0.8	/	0.1	-10	-17	/	-38
COc1ccccc1C(=O)NC(=Nc1nc2ccccc2o1)NC(=O)c1ccccc1OC	4	86*!	-2	0	1.8&-0.3	-12&-3	-0.1&-0.1	-6	-11&-149	15&10	-35&-10
Cc1ccc(C(=O)OCC(=O)Nc2ncc(C(F)(F)F)cc2Cl)cc1NC(=O)c1ccco1	6	3	1	1	1.6	14	0.0	-6	9	-11	-18
Cc1sc2ncnc(Oc3ccc(-n4ccnc4)cc3)c2c1C	-3	22	0	7	4.0	-6	3.1	-5	22	15	0

An excerpt of these results, as labelled records:
CN(C(=S)NC(=O)C1(C)CC1(Cl)Cl)c1ccccc1 (stereo unspecified)
  NR2E3 ag-1 = -2 | Peg3 prom inh = 2 | Exocytosis inh = 0 | Vif inh = -1 | iPSC survival up = -1.5 | PDI inh = -4 | aDG glyco act = -0.2 | CaV13 FRET inh = -6 | HIF-2a block = -11 | TRPM1 prom inh = 3 | NR2E3 ag-2 = -2
CCc1nc(SCC(=O)Nc2nnc(CC)s2)c2c(=O)n(C)c(=O)n(C)c2n1
  NR2E3 ag-1 = 1 | Peg3 prom inh = 32 | Exocytosis inh = -7 | Vif inh = / | iPSC survival up = 2.0 | PDI inh = -8 | aDG glyco act = 0.1 | CaV13 FRET inh = -3 | HIF-2a block = 22 | TRPM1 prom inh = 4 | NR2E3 ag-2 = 4

Next part
SMILES	NR2E3 ag-1	Peg3 prom inh	Exocytosis inh	Vif inh	iPSC survival up	PDI inh	aDG glyco act	CaV13 FRET inh	HIF-2a block	TRPM1 prom inh	NR2E3 ag-2
O=C(c1ccc(F)cc1)N1CCC(c2ccccc2)C1 (stereo unspecified)	10	-206	12	3	0.3	5	0.2	-5	-206	-69	-56
CCc1ccc(CN(C)C(=O)CCc2nc3ccccc3n(-c3ccc(OC)cc3)c2=O)cc1	0	57*	9	-14	0.0	1	0.4	-5	17	18	-5
CN(C)S(=O)(=O)c1ccc2[nH]cc(/C=C/c3nc4ccccc4c(=O)n3-c3ccccc3)c2c1	-1	44	2	2	2.4	1	-0.3	-7	25	16	6
CC(NC(=O)c1cccc(C(F)(F)F)c1)C(c1ccccc1)N1CCOCC1 (stereo unspecified)	2	-6	-4	-10	0.3	13	0.0	-6	4	14	19
Cc1ccc2c(c1)NC(=O)C(CC(=O)NCCN(CC(C)C)CC(C)C)O2 (stereo unspecified)	1	8	-12	3	-1.0	/	-0.1	-4	-6	1	11
COc1ccc(C(CC(=O)NCc2ccccc2)Sc2n[nH]c(-c3ccc(Cl)cc3)n2)cc1 (stereo unspecified)	2	25	0	/	1.7	2	0.1	-18	20	8	-11
CC[C@]12c3[nH]c4ccc(OC)cc4c3CCN1C(=O)C(CC(=O)NCCCOC)C[C@@H]2C(=O)N1CCN(C(=O)c2ccco2)CC1 (stereo partly specified)	/	-7	1	2	-2.9	11	-0.1	-3	8	5	-3
COc1ccc(-c2cn(-c3ccc(Cl)cc3)c3[n+]2CCCCC3)cc1	-4	11	-2	3	0.0	1	-0.1	-5	16	21	-15
O=C1C=C(Nc2ccc(O)cc2)C(=O)c2ccccc21	-19	-213	0	0	-0.6	-2	0.3	0	-221	50	-133
CCCCn1cnc2c(SCc3ccccc3)nc(N)nc21	/	-79	0	-7	2.2	3	0.0	-7	-132	-37	-48

Structures listed so far that bear a hit mark in Exocytosis inh.
molecule | NR2E3 ag-1 | Peg3 prom inh | Exocytosis inh | Vif inh | PDI inh | aDG glyco act | CaV13 FRET inh | HIF-2a block | TRPM1 prom inh | NR2E3 ag-2
CN(Cc1ccccc1)c1ncnc2sccc12 | 2 | -1 | 57* | -45 | -3 | 0.7 | -2 | 0 | 16 | 42
